# STK33 kinase inh = inhibitors of human STK33 kinase. Q9BYT3. purified STK33, MBP phosphorylation, ADP-Glo luminescence. inhibition, % at 10 µM. hit rate 0.073% among 320,000;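 active means inhibition at or above 25%, using the most active replicate where run in duplicate; inactive means inhibition below 25%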
# Target sequence (Q9BYT3 whole entry, looked up): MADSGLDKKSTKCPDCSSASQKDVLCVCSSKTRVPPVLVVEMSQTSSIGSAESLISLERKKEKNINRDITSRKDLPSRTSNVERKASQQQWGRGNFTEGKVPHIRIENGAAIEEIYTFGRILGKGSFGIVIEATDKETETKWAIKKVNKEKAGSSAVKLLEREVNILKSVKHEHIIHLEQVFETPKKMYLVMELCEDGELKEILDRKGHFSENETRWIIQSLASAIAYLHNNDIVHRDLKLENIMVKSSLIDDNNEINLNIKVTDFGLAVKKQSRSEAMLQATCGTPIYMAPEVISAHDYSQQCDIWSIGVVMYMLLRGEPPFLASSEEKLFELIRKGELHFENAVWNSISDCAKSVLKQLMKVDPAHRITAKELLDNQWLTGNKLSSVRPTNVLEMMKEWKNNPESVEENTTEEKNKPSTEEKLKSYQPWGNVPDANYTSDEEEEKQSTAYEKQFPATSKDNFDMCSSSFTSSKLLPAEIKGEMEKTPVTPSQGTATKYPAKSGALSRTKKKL
# OX1R antag-1 = blocks the human orexin 1 receptor | inhibition, % at 5 µM | hit rate 0.43% among 330,000 | CHO/OX1R cells, Fluo-8 calcium fluorescence, orexin A | AID 434989;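 active means inhibition above its plate's threshold, mean inhibition of all tested compounds on the plate plus 3 SD, cut at about 37% in these data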;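 further: 0% = orexin A challenge wells and 100% = SB-334867-A antagonist wells; not every result past the cut was called active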
# Target sequence (O43613 whole entry, looked up): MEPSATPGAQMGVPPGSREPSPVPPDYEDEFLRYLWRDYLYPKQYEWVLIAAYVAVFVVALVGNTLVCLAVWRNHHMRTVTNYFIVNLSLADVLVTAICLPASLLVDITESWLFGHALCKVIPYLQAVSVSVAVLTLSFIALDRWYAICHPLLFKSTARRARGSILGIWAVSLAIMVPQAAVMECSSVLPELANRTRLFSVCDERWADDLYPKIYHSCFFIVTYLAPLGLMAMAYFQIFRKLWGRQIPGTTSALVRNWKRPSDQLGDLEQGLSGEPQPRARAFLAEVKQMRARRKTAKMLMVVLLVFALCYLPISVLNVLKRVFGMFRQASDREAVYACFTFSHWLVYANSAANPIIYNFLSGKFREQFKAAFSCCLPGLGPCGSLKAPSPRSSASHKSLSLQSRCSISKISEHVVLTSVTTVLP
# OX1R antag-2 = antagonists of human orexin 1 receptor (OX1R) | AID 485270 | OX1R-expressing cells, FRET antagonist read-out | inhibition, % at 6.6 µM | hit rate 1.8% among 330,000 | O43613; in the data active means inhibition mostly above about 38%, no sharp cut-off; inactive means mostly below about 40%;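 further: 0% = agonist challenge alone and 100% = reference antagonist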
# Starred values were filed as active, the others as inactive; . = no result given.
OX1R antag-2,OX1R antag-1,STK33 kinase inh,Molecule
39,-19,0.8,CC(C)C(=O)Nc1cccc(C(=O)Nc2nnc(C(C)(C)C)s2)c1
19,-13,-4.6,Cc1nc2ncnn2c(C)c1Cc1cccc(C(F)(F)F)c1
8,-32,-0.9,COc1ccc(NC(=S)N2CCC(c3nc4ccccc4o3)CC2)c(OC)c1
19,-1,1.2,O=C(CSC1=NS(=O)(=O)c2cc(F)ccc2N1)NCc1ccccc1Cl
4,-8,-0.6,O=C(N/N=C/c1ccccc1OC(=O)N1CCOCC1)c1cccs1
8,3,5.4,NC(=O)C1CCCN(C(=O)c2ccc(NC(=O)c3cccs3)cc2)C1 (configuration not stated)
13,-24,2.8,Cc1c(OCC(=O)NCCCN2CCOCC2)ccc2c1oc(=O)c1ccccc12
10,-3,-2.4,O=[N+]([O-])c1ccc(N2CCCCC2)c(Cl)c1N1CCCCC1
2,-7,-1.0,CCCNC(=O)COC(=O)c1ccccc1C(=O)N(C)C1CCCCC1
13,-28,-2.7,CCc1ccc(NC(=O)COC(=O)CCCC2=NS(=O)(=O)c3ccccc3N2)cc1
33,-17,-0.5,COc1ccc(N=Cc2c[nH][nH]c2=O)cc1
8,-18,0.5,COc1ccc2[nH]c(C(=O)NCc3ccccc3)cc2c1
24,-12,-1.6,COc1ccc(C2=NNC(c3cc(Cl)cc4c3OCOC4)C2)c(O)c1 (configuration not stated)
17,-38,-1.6,COCCn1nnnc1C(c1ccc(OC)cc1OC)N1CCN(c2ccccc2)CC1 (configuration not stated)
19,-18,-0.9,COc1ccccc1OCC(=O)NNC(=S)NC(=O)c1ccco1
45,29,-0.5,COc1ccc(/C(C)=N/NC(=O)c2nnn(-c3nonc3N)c2CN(C)c2ccccc2)cc1
6,-6,-1.3,O=C(Nc1nnc(-c2cccs2)o1)c1ccco1
10,-17,-1.3,O=C(CCc1nnc2ccc(NCc3ccccc3Cl)nn12)NC1CCCC1
3,-16,0.2,C=CC[C@H](CC(=O)OC(C)(C)C)C(=O)OC[C@H]1CCCN1C(=O)[C@H](CC=C)CC(=O)N(CCO)Cc1ccccc1
26,-33,-0.5,CCc1ccc2[nH]c(=O)c(C(c3nnnn3CCOC)N3CCN(c4ccccc4F)CC3)cc2c1 (configuration not stated)
11,-19,0.0,COC(=O)c1cc(C(=O)OC)cc(N2C(=O)CC(NNC(=O)c3ccccc3Cl)C2=O)c1 (configuration not stated)
20,-37,-1.4,O=C(CCC(=O)Nc1nnc(C2CCCCC2)s1)NCc1cccs1
23,-18,-0.2,O=C(CN(Cc1ccc2c(c1)OCO2)C(=O)c1cnsn1)NC1CCCC1
13,3,4.8,CC(C)c1cc(C(=O)N/N=C/c2ccco2)n[nH]1
32,-3,-1.3,COc1ccc(CN2CCNC(=O)C2CC(=O)N(C)C2CCOCC2)c(F)c1 (configuration not stated)
0,-42,-0.4,CC(Oc1cccc(Cl)c1)C(=O)Nc1cc(S(=O)(=O)N2CCCCC2)ccc1N1CCOCC1 (configuration not stated)
-1,-9,0.2,Cc1ccc(NC(=O)Cc2ccc(-c3ccccc3)cc2)nc1
31,-6,-3.2,COc1ccc2oc(C(F)(F)C(F)(F)F)cc(=O)c2c1
19,-14,0.9,O=C(Nc1ccc[n+](CC(=O)c2cccc3ccccc23)c1)c1ccccc1
4,-13,0.6,CCCn1nnc(NC(=O)Cc2ccccc2)n1
12,-21,-1.4,Cc1ccc(S(=O)(=O)CCC(=O)Nc2ccc(F)cc2)cc1
3,-17,0.2,Cc1ccn2cc(-c3cccc(S(=O)(=O)N4CCCCC4)c3)nc2c1
5,8,-0.5,CCOc1ccc(NC(=O)c2nnn(CC(=O)Nc3ccccc3OC)c2N)cc1
0,-10,0.1,O=C1CCCC(O)=C1C=NCCc1ccccc1
28,-46,-1.2,COc1ccc(-n2nnnc2SCC(=O)Nc2ccccc2N2CCOCC2)cc1
25,-11,0.0,Cc1ccc(C(=O)NC(C)c2ccccc2)cc1S(=O)(=O)N1CCOCC1 (configuration not stated)
22,-5,-0.1,CC1CN(C2=Nc3cccc4cccc2c34)CC(C)O1 (configuration not stated)
8,-21,-0.5,CCN1/C(=C2/SC(=S)N(C)C2=O)C=Cc2cc(C)ccc21
14,-28,-1.8,Cc1ccc(CN2CC(C(=O)Nc3ccccc3N3CCCC3)CC2=O)cc1 (configuration not stated)
9,-5,-0.6,COc1cccc(OC)c1C(=O)Nc1sc2c(c1C(N)=O)CCN(Cc1ccccc1)C2
9,-36,-1.9,CCOC(=O)c1c(-c2ccccc2Cl)csc1NC(=O)CSc1nc(C)cc(=O)[nH]1
13,-23,0.3,CCn1c(O)c(C(C#N)=C2N=c3ccccc3=N2)c2ccccc21
22,-9,-0.6,C=CCOc1ccccc1NC(=O)CN1C(=O)CNC1=O
28,-17,0.7,COc1cccc(C(=O)Nc2nc(-c3ccc4c(c3)OCO4)cs2)c1
2,-4,-0.4,C[C@@H]1CN([C@H](C)CO)C(=O)c2cc(NC(=O)Nc3ccc(C(F)(F)F)cc3)ccc2O[C@H]1CN(C)S(=O)(=O)c1ccc(Cl)cc1
6,-6,-0.2,CCCc1nnc(-c2cc(OC)c(OC)c(OC)c2)o1
30,1,5.8,Cc1ccc(N2C(=O)C3C4C=CC(CNC(=S)Nc5cccc(Cl)c5)(O4)C3C2=O)cc1 (configuration not stated)
1,-3,-0.5,C=C(C)Cn1c(CCNC(=O)C(C)C)nc2ccccc21
11,-14,-2.7,COc1ccc(N(CC(=O)NC2CCCC2)C(=O)Cn2nnc(-c3ccc(OC)c(OC)c3)n2)cc1
33,-29,0.5,COc1cccc(C(=O)Nc2cc(C(=O)NCCc3ccccc3)ccc2Cl)c1
14,10,-2.5,COc1cc(=O)[nH]c(=O)n1CC(=O)c1ccccc1
11,-12,-0.4,CCCOc1ccc(C2C3=C(CCCC3=O)N(CC(=O)O)C3=C2C(=O)CCC3)cc1OCC
19,-23,-0.4,C=CCOc1ccccc1CN(C(=O)CCl)c1ccc2c(c1)OCO2
-2,-5,-0.9,Cc1ccc(NC2CCCN(C(=O)c3cnsn3)C2)cc1C (configuration not stated)
12,-47,6.2,COC(=O)c1ccc(N2CCCCC2)c(NC(=O)c2ccco2)c1
17,-12,-1.7,COc1ccc(C(=O)C[n+]2cccc(C)c2C)cc1[N+](=O)[O-]

# Further results
OX1R antag-2,OX1R antag-1,STK33 kinase inh,Molecule
7,1,5.1,O=C(O)c1sccc1S(=O)(=O)N1CCN(c2ccc(C(F)(F)F)cn2)CC1
-6,-36,-0.5,Cc1cccc(NC(=O)c2cccc(C(=O)Nc3cccc(C)c3)c2)c1
-1,-12,0.5,CN(CCNC(=O)C1CCN(S(=O)(=O)c2cnc[nH]2)CC1)Cc1ccccc1
4,-11,.,CCCC(=O)NCc1ccncc1
13,-9,-0.3,Cc1cnc(C(=O)Nc2ccc(-n3cnnn3)cc2)cn1
35,14,-1.3,Cc1ccc(C)c(NS(=O)(=O)c2cc(C(=O)Nc3ccccc3-c3ccccc3)ccc2Cl)c1
6,-1,0.8,C=CCn1nnnc1SCC(=O)Nc1ccc(C(=O)OC)cc1
9,12,-0.1,CCOc1ccccc1CNC(CC)CO (configuration not stated)
14,-17,-0.8,CCC(C)Sc1nnc(CSc2nc3nc(C)cc(C)n3n2)o1 (configuration not stated)
6,-31,-2.2,CCN(CC)c1ccc(/C=N/NC(=O)Nc2ccccc2)cc1
11,7,0.6,CCOP(=O)(c1ccc(N(C)C)cc1)C(O)c1ccccc1 (configuration not stated)
10,1,-0.3,COc1ccc(S(=O)(=O)N2c3ccccc3OCC2CC(=O)O)cc1 (configuration not stated)
3,-27,-0.6,Cc1cc(C)nc(SCC(=O)N/N=C/c2cccn2-c2cccc(C(F)(F)F)c2)n1
-1,-6,0.9,O=C(NCc1ccco1)c1ccc(-c2cccc(Cl)c2)o1
9,-7,-2.2,O=C(Cn1ncc2c([nH]c3ccccc32)c1=O)N1CCOCC1
3,11,-0.5,Cc1ccc(S(=O)(=O)Nc2ccc(Br)cc2/C=N/n2cnnc2)cc1

# Another view of part of the listing above:
# Under each structure – OX1R antag-2	OX1R antag-1	STK33 kinase inh
COc1ccc(C(=O)C[n+]2cccc(C)c2C)cc1[N+](=O)[O-]
  17	-12	-1.7
O=C(O)c1sccc1S(=O)(=O)N1CCN(c2ccc(C(F)(F)F)cn2)CC1
  7	1	5.1

# Next part.
OX1R antag-2,OX1R antag-1,STK33 kinase inh,Molecule
10,-9,-1.0,O=C(CN1C(=O)CCS(=O)(=O)c2ccccc21)NCc1ccc(F)cc1
9,-27,-0.7,CCCCCN(C(=O)COC(=O)Cc1c(C)nc2ccccc2c1C)c1c(N)n(CCCC)c(=O)[nH]c1=O
17,1,-1.3,CC(C)(C)c1ccc(C(=O)Oc2ccccc2CCC(=O)O)cc1
11,3,0.9,CC1=NNC(=O)C1CC(=O)N/N=C(\C)c1cccs1 (configuration not stated)
7,-4,-0.9,Cc1ccc(CC(=O)Nc2cccnc2)cc1
16,5,.,O=S(=O)(c1ccc(OCC(O)CNC23CC4CC(CC(C4)C2)C3)c(Cl)c1)N1CCOCC1 (configuration not stated)
20,5,1.0,OC(C#Cc1ccccn1)c1cccs1 (configuration not stated)
9,-21,1.6,Fc1ccc(C2CC(c3ccco3)=NN2c2ccccc2)cc1 (configuration not stated)
11,-27,0.4,Clc1ccc(CNC2CCN(Cc3ccccc3)CC2)cc1
33,-14,-1.7,O=C(Nc1ccccc1C(=O)NCCc1ccccc1)c1ccco1
18,-13,-1.5,CNC(=O)COc1ncnc2sc(C)c(C)c12
10,-19,0.1,CNC(=O)COC(=O)/C=C/c1ccco1
33,-10,-0.4,Cc1cccc(NC(=O)C2CCCN(S(=O)(=O)c3ccc4c(c3)oc(=O)n4C)C2)c1 (configuration not stated)
44,0,-0.9,Cc1cc(NC(=O)CSc2cn(CCNC(=O)c3ccc(F)cc3)c3ccccc23)no1
19,-10,-1.4,CC(C)C(NC(=O)c1ccc(F)cc1)C(=O)OCC(=O)N1CC(=O)Nc2ccccc21 (configuration not stated)
12,-15,-1.4,CCCCCCCCCC(=O)N/N=C/c1ccc(C)s1
4,-7,-0.3,O=C(O)CCCC(=O)Nc1nc(-c2ccccc2)cs1
-5,13,-0.9,O=C(O)c1ccc(NC(=O)c2ccccc2NC(=O)c2ccccc2Br)cc1
17,-9,1.3,Cc1ccccc1Oc1ccc(-c2nc(N)nc(N)n2)cc1
10,-12,1.7,COc1ccc(NC(=O)C(CCS(C)(=O)=O)NC(C)=O)cc1 (configuration not stated)
11,-10,-0.7,CC1CCN(C(=O)Oc2ccccc2)CC1
14,-4,-2.0,COCc1cc(C)nc(N/N=C/c2ccc(Cl)c(Cl)c2)c1C#N
10,-31,-0.7,O=C(OCC(=O)N1CCN(C(=O)c2ccco2)CC1)c1sc2ccccc2c1Cl
4,-17,-0.9,CC(C)CCN1CCN(Cc2cn[nH]c2C2CCCCC2)CC1CCO (configuration not stated)
2,-3,-2.3,COc1ccc(CN2CCOCCOCCOCCOCC2)cc1
11,-22,1.5,CC1CCCN(C(=O)c2cc3c(-c4ccc(Cl)cc4)nn(C)c3s2)C1 (configuration not stated)
3,-5,1.7,O=C(Nc1ccnn1C1CCN(C(=O)c2cc(Cl)ccc2F)CC1)C1CCOC1 (configuration not stated)
10,-18,-1.4,COCCCNC(=O)CCc1nc(-c2ccccc2)no1
24,15,-2.3,COc1ccc(CCNC(=O)c2ccc(OC)c(OC)c2)cc1OC
18,-9,-1.9,Cc1cc(OCC(=O)NCCc2ccc(S(N)(=O)=O)cc2)c2c(C)cc(=O)oc2c1
-4,-17,-0.9,NC(=O)c1ccccc1NC(=O)Nc1cccc(Cl)c1
3,-7,0.6,N#Cc1c(N)nc(SCc2ccccc2)c(C#N)c1-c1ccco1
5,4,.,O=C(COC(=O)c1ccccc1Cl)Nc1cccnc1Cl
2,-9,-3.8,CCOc1ccc(NC(=O)CN(C)C(=O)CCCc2nc3ccccc3c(=O)[nH]2)cc1OCC

# In the list so far, these contain a thiophene ring, fused or not:
OX1R antag-2,OX1R antag-1,STK33 kinase inh,Molecule
4,-8,-0.6,O=C(N/N=C/c1ccccc1OC(=O)N1CCOCC1)c1cccs1
8,3,5.4,NC(=O)C1CCCN(C(=O)c2ccc(NC(=O)c3cccs3)cc2)C1 (configuration not stated)
6,-6,-1.3,O=C(Nc1nnc(-c2cccs2)o1)c1ccco1
20,-37,-1.4,O=C(CCC(=O)Nc1nnc(C2CCCCC2)s1)NCc1cccs1
9,-5,-0.6,COc1cccc(OC)c1C(=O)Nc1sc2c(c1C(N)=O)CCN(Cc1ccccc1)C2
9,-36,-1.9,CCOC(=O)c1c(-c2ccccc2Cl)csc1NC(=O)CSc1nc(C)cc(=O)[nH]1
7,1,5.1,O=C(O)c1sccc1S(=O)(=O)N1CCN(c2ccc(C(F)(F)F)cn2)CC1
11,3,0.9,CC1=NNC(=O)C1CC(=O)N/N=C(\C)c1cccs1 (configuration not stated)
20,5,1.0,OC(C#Cc1ccccn1)c1cccs1 (configuration not stated)
18,-13,-1.5,CNC(=O)COc1ncnc2sc(C)c(C)c12
12,-15,-1.4,CCCCCCCCCC(=O)N/N=C/c1ccc(C)s1
10,-31,-0.7,O=C(OCC(=O)N1CCN(C(=O)c2ccco2)CC1)c1sc2ccccc2c1Cl
11,-22,1.5,CC1CCCN(C(=O)c2cc3c(-c4ccc(Cl)cc4)nn(C)c3s2)C1 (configuration not stated)
